HDAC3 inhib = inhibitors of human histone deacetylase 3. AID 2718. O15379. recombinant HDAC3, fluorogenic peptide/trypsin coupled, fluorescence. inhibition, % at 8.3 µM. actives 0.15% (n = 320,000); in the data active = inhibition above about 26%, passing the limit was not always enough; inconclusive = no clear call, values can overlap the other calls
Target sequence (O15379 whole entry, looked up): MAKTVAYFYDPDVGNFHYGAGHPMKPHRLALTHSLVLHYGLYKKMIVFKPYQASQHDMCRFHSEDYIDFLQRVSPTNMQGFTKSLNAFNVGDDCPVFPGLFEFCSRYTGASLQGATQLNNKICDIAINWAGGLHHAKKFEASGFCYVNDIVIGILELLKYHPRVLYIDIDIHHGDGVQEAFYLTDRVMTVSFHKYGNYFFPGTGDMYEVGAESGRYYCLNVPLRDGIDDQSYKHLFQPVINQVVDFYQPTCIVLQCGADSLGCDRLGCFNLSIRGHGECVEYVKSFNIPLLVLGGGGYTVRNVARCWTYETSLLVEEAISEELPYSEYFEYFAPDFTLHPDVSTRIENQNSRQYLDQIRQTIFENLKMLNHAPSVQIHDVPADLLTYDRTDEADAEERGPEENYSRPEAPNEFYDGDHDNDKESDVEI
HSF1 activator = increases HSF-1 driven luciferase reporter signal. NIH3T3-HGL HSF-1 luciferase reporter, MG132, 8 h; 100% = twice DMSO control signal. activation, % at 9 µM. AID 504408. actives 1.7% (n = 300,000);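 active = mean replicate activation of at least 50% with a set share of replicates each reaching 50%; inconclusive = only one of those two conditions met; inactive = mean below 50% and too few replicates reaching it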;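 note: 0% = median of the neutral control wells and 100% = twice that signal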
HSF1 inhib = HSF1 inhibition | NIH3T3-HGL HSE-luciferase, MG132-induced, luminescence 8 h; active compounds read low | activity change, negative = inhibition, % at 7.5 µM (by protocol) | actives 0.77% (n = 300,000) | AID 2098;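 active = more than half of replicate wells show activity change below -50%, luminescence cut by over half; inconclusive = some wells, but at most half, below -50%; inactive = no replicate well below -50%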;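 note: luciferase reports HSF-1 transcriptional activity via heat shock element; 0% = median of DMSO wells and -100% = zero luminescence signal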
KLF5 inh = inhibitors of KLF5 expression | DLD-1 KLF5 promoter-luciferase reporter, luminescence | AID 1700 | actives 0.23% (n = 290,000) | inhibition, % at 5 µM;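 active = inhibition above a per-plate limit of that plate's mean compound inhibition plus 3 SD, cut at about 60% in these data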;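 note: 0% = DMSO wells and 100% = LY294002 at 200 µM; higher means less KLF5 promoter-driven luciferase light; inactives centre near -14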
aSyn 5UTR inh = 5' untranslated region of α-synuclein, MLPCN primary screen; alpha-synuclein 5'UTR reporter, inhibitor activity; inhibition, % (tested at 7.5 µM); actives 0.82% (n = 300,000); in the data active = inhibition above about 60%; inconclusive = no clear call, values can overlap the other calls;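 note: H4 neuroglioblastoma cells stably carrying SNCA 5'UTR luciferase fusion; 0% = DMSO wells and 100% = positive control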
HSP90 inh = inhibitors of HSP90 luciferase refolding in rabbit reticulocyte lysate; luciferase refolding luminescence, 3 h; inhibition, % at 5.6 µM; actives 0.91% (n = 290,000);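 active = inhibition above the screen-wide mean plus 3 SD, computed separately per campaign, cut at about 16% in these data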;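 note: 0% = DMSO wells and 100% = 60 µM geldanamycin wells; inhibitors lower the luminescence because luciferase stays unfolded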
IEC-6 cytotox = kills IEC-6 intestinal cells in KLF5 counter-screen | IEC-6 cytotoxicity, luminescence viability | inhibition, % at 5 µM | actives 0.78% (n = 290,000) | AID 1825; in the data active = inhibition above about 22%;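 note: 0% = plate median of test compound wells and 100% = cytotoxic reference compound wells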
HIF act = HIF pathway transcriptional activation. U2OS HRE-luciferase reporter, luminescence; normalized: DMSO 0%, desferrioxamine 100%. activation, % at 7.5 µM (by protocol). actives 0.32% (n = 300,000). AID 1910;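 active = mean activation of at least 10% of the iron chelator positive control signal, with at least half of replicates also reaching 10%; inconclusive = mean and replicate majority disagree about reaching 10%; inactive = mean and most replicates under 10%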
AI-2 QS modul = Vibrio harveyi AI-2 quorum sensing modulation; activity change, % at 7.5 µM; Vibrio harveyi JMH597 AI-2 luminescence/OD600 ratio, 9 h; active compounds read low; strain lacks LuxN and CqsS sensors; 0 = neutral-control median; actives 0.4% (n = 300,000); in the data active = activity change below about -75%, passing the limit was not always enough; inconclusive = no clear call, values can overlap the other calls;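 note: luminescence divided by OD600 gain over 9 h not by final OD600 alone; inactives centre near 13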
Platelet DG rel = platelet dense granule release activity; actives 0.22% (n = 300,000); inhibition, %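 (compounds screened at 7.5 µM in platelet-rich plasma)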; human platelet-rich plasma, SFLLRN dense granule ATP release, luminescence; AID 1663;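 active = mean replicate score, as percent of positive control, at or above 50; inconclusive = mean below 50 but at least one replicate at or above 50; inactive = mean and every replicate below 50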
Starred values were filed as active, the others as inactive; ? = inconclusive; · = no result given.

SMILES	HDAC3 inhib	HSF1 activator	HSF1 inhib	KLF5 inh	aSyn 5UTR inh	HSP90 inh	IEC-6 cytotox	HIF act	AI-2 QS modul	Platelet DG rel
CC(=O)Oc1ccc2oc(=O)c3c(c2c1)CCCN3C(=O)CN1CCOCC1	-2	3	-7	-32	-15	-2	-1	-1.0	36	-1
O=S(=O)(NC(=NCCc1ccc(Cl)cc1)c1ccccc1Cl)c1cccs1	6	32	23	-32	-4	-10	-9	-0.6	21	-6
COc1ccc(Cl)cc1NC(=O)CCS(=O)(=O)c1cc2c(cc1C)NC(=O)CO2	0	5	5	-9	4	5	6	-0.5	24	0
COC(=O)[C@H](C(C)C)n1c(C)c(C(C)=O)c(C(C)=O)c1C	9	2	-1	-17	6	1	-1	-0.2	20	-4
CCOc1cc(/C=N/NC(=O)c2nn(C)cc2Br)ccc1OCc1ccccc1Cl	7	29	8	-2	13	0	1	0.4	3	-13
O=C1/C(=C\c2ccccn2)SC(=S)N1Nc1ncc(C(F)(F)F)cc1Cl	-7	11	3	-37	-9	-6	10	-1.0	9	7
c1ccc(-c2csc(N3CCc4ccccc4C3)n2)cc1	-3	15	16	-21	-117	-4	2	2.2	0	-2
Cc1cc(C)nc(N/N=C2/CCCC/C2=C\c2ccccc2)n1	0	15	15	-25	15	-1	4	0.6	2	10
S=C(NCCCNC(=S)Nc1ccccc1)Nc1ccccc1	-1	-11	-2	-3	-8	3	4	0.7	-4	8
O=C(/C=C/c1ccc(Br)o1)NC(c1ccccc1)c1ccccc1	15	-4	1	-8	24	-1	1	0.5	14	-7
O=c1c2ccccc2[nH]c(=S)n1CCCN1CCC(Cc2ccccc2)CC1	3	-17	3	-13	11	-1	1	0.2	23	-6
O=C1C=C(c2cccc3c2oc2ccccc23)CCC1	-5	6	-1	·	-10	·	·	0.8	1	-2
O=[N+]([O-])c1cc(-c2ccc(/C=N/n3cnnc3)o2)ccc1Cl	1	-1	2	-17	-12	-4	1	-1.4	98	2
CCCCCC(=O)N1CC2(CC(c3cccc(NC(=O)CC)c3)=NO2)C[C@H]1C(N)=O (stereo partly drawn)	-13	-20	-9	·	-16	·	·	-0.1	5	-2
O=C(Nc1nccs1)c1cc(Cl)ccc1[N+](=O)[O-]	3	-36	-11	-12	-22	-3	10	-0.4	9	8
O=[n+]1cc(-c2ccccc2)n([O-])c2c1CCC2	-1	-12	-3	20	0	-3	-2	-0.1	-8	-9
Cc1ccc(Cn2ccc(O)c(Cc3ccccc3)c2=O)cc1	-3	-17	1	-28	7	2	-2	0.5	6	5
COc1ccc(CCN2C(=O)c3[nH]nc(-c4ccccc4O)c3C2c2cccc(O)c2)cc1OC (stereo not drawn)	14	-15	-3	-5	13	2	-1	-0.1	27	1
Cc1cc(NC(=O)CCC(=O)N(CC(=O)NC2CCCC2)c2cccc(F)c2)no1	5	33	11	-5	1	2	0	-0.2	-7	3
COc1ccc(-c2csc(N3CCN(c4cc(C)nc5ccccc45)CC3)n2)cc1OC	11	2	-8	-13	37	2	8	-1.1	20	-11
Cc1cc(C)n(-c2nc3c(c(=O)[nH]c(=O)n3C)n2CC(O)COc2ccc(Cl)cc2Cl)n1 (stereo not drawn)	-2	-10	-8	-19	73*	4	2	-0.8	20	1
N#Cc1c2n(c(=O)[nH]c1=O)CCCCC2	-4	8	0	-19	-28	0	11	-0.2	12	-9
O=C(Nc1nc(-c2ccccn2)cs1)c1ccc(Br)s1	1	2	4	13	-1	5	30*	0.1	-95*	-10
COc1ccc(N(CC(=O)NC2CC3CCC2C3)S(=O)(=O)c2ccc(C)cc2)cc1 (stereo not drawn)	4	-14	1	-13	1	0	-4	-0.7	-5	3
Cc1ccc2nc(NC(=O)[C@H](C)N3C(=O)C4CC=CCC4C3=O)sc2c1 (stereo partly drawn)	4	7	3	74*	63*	0	4	0.7	13	10
CC1(C)CC(NC(=S)Nc2ccc([N+](=O)[O-])cc2)CC(C)(C)N1	-10	-5	2	21	26	4	-2	-0.1	19	-6
Cc1ccnc(NC(=O)CCC(=O)N(CC(=O)NCc2ccc(F)cc2)c2ccc(F)cc2)c1	-2	-11	-3	9	6	6	12	0.7	20	1
COc1ccc([C@@H]2[C@@H]3C(=O)N(C(C)(C)C)C(=O)[C@@H]3[C@]3(Cc4ccc(Cl)cc4)C(=O)N(c4ccc(Br)cc4)C(=O)N23)cc1	-6	3	1	5	-7	4	15	0.3	26	-2
CNC(=S)N1C2CCC1CC(NC(=O)NC13CC4CC(CC(C4)C1)C3)C2 (stereo not drawn)	?	-10	-2	1	19	0	5	·	14	16
Cc1ccc(N=C2NC(=O)C(CC(=O)NCc3ccccc3)S2)cc1C (stereo not drawn)	6	-4	3	-24	-2	-3	4	0.1	30	-9
CCNC(=S)NNc1nc(N2CCCCC2)nc(N2CCOCC2)n1	11	1	1	-17	-5	-1	-3	0.2	23	2
Cc1ccc(NC(=O)c2ccc(S(=O)(=O)C(F)F)cc2)c(C)c1	3	7	4	-33	-28	-5	1	0.6	31	0
O=C(CCCNc1ccccc1)N/N=C/c1cccs1	-4	5	3	12	-33	-4	2	0.2	17	1
CC(C)Oc1ccc(C2CC(=O)NC3=C2C(=O)CCC3)cc1 (stereo not drawn)	5	7	2	-41	13	0	-1	0.1	36	-15
CCN1C(=O)/C(=C/c2cnn(CC)c2C)SC1=S	5	-6	-4	-26	-27	4	2	0.2	21	5
CCOc1ccc(-n2c(SCC(=O)NCc3ccco3)nc3c([nH]c4ccccc43)c2=O)cc1	2	9	-4	-22	31	-1	0	0.0	16	5
CCc1ccc(CN(C)C(=O)C2CCC(=O)N(CCCN3CCCC3=O)C2)cc1 (stereo not drawn)	-2	1	-3	-10	-5	1	-2	0.4	17	-8
CC(C)NC(=O)c1sc2c(c1C(=O)Nc1cccnc1)CCCC2	4	31	7	-38	-17	0	-7	0.1	-1	8
CCCC(c1c(C)n(C)n(-c2ccccc2)c1=O)c1c(C)n(C)n(-c2ccccc2)c1=O	-1	-1	-3	-46	23	-5	-11	-0.3	-1	-3
CC(NC(=O)CCC(=O)Nc1ccccc1O)c1ccccc1 (stereo not drawn)	4	10	9	·	11	·	·	-0.4	6	0
COc1ccc(S(=O)(=O)N2Cc3ccccc3CC2C(=O)Nc2ccc3c(c2)OCO3)cc1 (stereo not drawn)	-2	-19	5	-18	-50	-1	3	0.3	1	1
COc1cc(C(=O)NCc2nnc(SCC(=O)NCc3ccco3)o2)cc(OC)c1OC	4	-5	-1	-18	11	2	9	0.3	14	17
CN(C)C(=O)N1CCC(C(=O)NCC2CCCO2)CC1 (stereo not drawn)	-1	0	-2	-25	8	-2	1	-0.2	-2	2
COc1ccc(NC(=O)NC2(C(=O)N3CCOCC3)CCCCC2)cc1	-2	10	-1	-20	-9	-2	-4	-0.1	-5	-30
CCOC(=O)C1=C(C)C2C3C(=O)N(c4ccc(C)cc4C)C(=O)C3C1(C)C1C(=O)N(c3ccc(C)cc3C)C(=O)C21 (stereo not drawn)	13	-1	0	4	-21	-3	2	-0.3	20	6

Continued; the last 2 above are carried over.
SMILES	HDAC3 inhib	HSF1 activator	HSF1 inhib	KLF5 inh	aSyn 5UTR inh	HSP90 inh	IEC-6 cytotox	HIF act	AI-2 QS modul	Platelet DG rel
COc1ccc(NC(=O)NC2(C(=O)N3CCOCC3)CCCCC2)cc1	-2	10	-1	-20	-9	-2	-4	-0.1	-5	-30
CCOC(=O)C1=C(C)C2C3C(=O)N(c4ccc(C)cc4C)C(=O)C3C1(C)C1C(=O)N(c3ccc(C)cc3C)C(=O)C21 (stereo not drawn)	13	-1	0	4	-21	-3	2	-0.3	20	6
CC(=O)c1ccc2c3c(cccc13)C(=O)N(c1c(C)nn(C)c1C)C2=O	-1	·	·	-8	·	-2	-5	·	·	·
COc1ccc(OCC(O)CNC(=O)Nc2cc(C)cc(C)c2)cc1 (stereo not drawn)	9	8	8	-12	39	-5	-4	-0.4	37	8
Cc1ccc(CN2CCN(c3cccc4[nH]ccc34)CC2)cc1	2	-2	-3	-14	6	2	8	0.2	-1	-1
COc1ccc(-c2csc(NCCc3nc4cc(Cl)c(N5CCCCC5)cc4n3CCOCCO)n2)cc1	12	-7	3	·	-15	·	·	0.1	18	-1
CCOc1ccc(NC(=O)NCC2CCN(c3ccc(OC)cc3)C2)cc1 (stereo not drawn)	2	-3	-3	-9	14	3	4	-0.2	6	9
CC1(C)CC2CC(C)(CN2C(=O)Cc2ccccc2)C1 (stereo not drawn)	1	-6	-3	-13	-5	5	-1	-0.5	9	6
O=C(NCCOC(=O)c1ccc(S(=O)(=O)N2CCOCC2)cc1)c1cccnc1	-2	-7	-2	-16	-16	4	-3	0.0	29	14
Cc1ccc(-n2nnnc2SCC(=O)NC2CCCc3ccccc32)cc1 (stereo not drawn)	-5	7	-7	-22	-44	-2	-2	0.6	15	6
COc1ccc(/C=N/c2nc3ccccc3n2C)cc1OC	3	·	·	-35	16	3	0	0.3	5	-1
CC(NC(=O)c1cc2cc(Cl)ccc2oc1=N)c1ccccc1 (stereo not drawn)	3	-13	-8	-15	-26	-2	0	-0.2	13	15
O=[N+]([O-])c1ccc(N2CCN(CCO)CC2)cc1Sc1ccccn1	8	9	0	2	4	1	6	-0.3	11	1
CCS(=O)(=O)N1CCC(C(=O)NCc2ccc(F)cc2)CC1	1	-1	-4	-25	-9	1	-2	-0.5	17	-5
CCN(CC)c1ccc(/C=N/NC(=O)CNC(=O)c2ccccn2)cc1	-4	6	1	3	-15	3	0	-0.3	9	-5
Cc1cc(-c2c(C)[nH]n(-c3ccc(Cl)cc3)c2=O)n(-c2ccc(Cl)cc2)n1	-1	23	-5	16	-5	-1	5	-0.2	5	-2
CC(C(=O)Nc1ccccc1F)N1CCN(C)CC1 (stereo not drawn)	1	21	-6	-39	5	3	-10	0.6	12	-4
COc1ccccc1C(=O)NCC(=O)N/N=C/c1ccc2c(c1)OCO2	5	-78	-73*	-36	-23	1	-2	0.6	33	1
Clc1cccc(OCCCN2CCCC2)c1Cl	11	2	-2	-8	-42	-1	3	0.0	29	-4
COCCNc1nc(N2CCCCC2)c2cnn(C)c2n1	1	12	-5	-3	21	-4	5	-0.1	18	8
Cn1c(SCC(=O)N/N=C/C=C\c2ccccc2[N+](=O)[O-])nc2ccccc21	?	2	-6	-22	-2	4	10	-0.2	18	-3
CC1=C(C(=O)Nc2cccnc2)C(c2cccnc2)n2ncnc2N1 (stereo not drawn)	2	-11	10	-25	18	2	1	0.2	16	14
COc1ccc(C)cc1NC(=O)NNC(=O)c1cc2ccccc2cc1O	-6	8	6	-23	5	1	-3	0.2	33	4
NS(=O)(=O)c1ccc(CCN=C(NS(=O)(=O)c2cccs2)c2ccccc2)cc1	8	22	4	-31	-37	-1	-5	-0.6	20	-1
Cc1ccc(SCc2cc(=O)c3c(=O)n(-c4ccccc4)[nH]c3[nH]2)cc1	7	1	-1	-21	-17	-3	0	-0.2	42	2
CCCCOC(=O)CCc1c(C)[nH]c(=O)c(C#N)c1C	1	-21	2	-17	-1	-3	-6	-0.2	16	61*
C=CCn1c(CNC(=O)c2ccccc2F)nnc1SCC(=O)NC(C)c1ccccc1 (stereo not drawn)	0	2	0	1	-20	-1	-3	0.5	26	4
COc1ccc2c(C)cc(=O)oc2c1C	-8	-25	-6	-8	6	0	6	-1.0	20	-10
